Bioassay records from PubChem BioAssay.
Lipid storage S3 – qHTS Assay for Lipid Storage Modulators in Drosophila S3 Cells | lipid storage change, negative = inhibition, % at the top dose, mostly 46.1 µM; hits show Potency in µM | AID 2685 | Drosophila S3 cells, BODIPY lipid droplet fluorescence, 18-24 h; cells fed with added oleic acid | 320,000 tested, 0.64% active; active = well fitted inhibition curve with a large enough effect in the signal ratio, with a control signal flat, not every such curve was filed as active; inconclusive = small, poorly fitted or top-dose-only effect, or effect the other way, or a change in a side signal; the % refers to the signal ratio
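Drosophila S3 cells got compounds at several concentrations plus oleic acid (400 uM solution). Laser-scanning cytometry with 488 nm excitation read lipid droplets at 500-530 nm and cells at 575-640 nm. Percent activity was relative to 20 uM Triacsin C.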
Lipid storage S3 cell count max – second read-out of Lipid storage S3, no call of its own (marks repeat the call); cell number change, %; measured here: cell count max response;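 cells counted by Cell Tracker Red CMTPX staining in the red channel; peak over a dose series mostly up to 46.1 µM; percent activity relative to internal control wells on each plate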
An asterisk follows results filed as active; i = inactive; ? = inconclusive; . = not tested or not shown; [ ] = dose if it differs, or a comment. % is scaled to controls: 0 for no effect and ±100 for the full control effect; potency is read from the fitted curve at half-maximal effect.

SMILES	Lipid storage S3	Lipid storage S3 cell count max
Cc1cc(-c2csc(NC(=O)c3ccc(=O)[nH]c3)n2)c(C)n1Cc1ccco1	6%	13
Nc1nonc1-n1nnc(C(=O)N/N=C/c2ccccc2Cl)c1CN1CCOCC1	?	.
COc1cccc(C2C(C(=O)c3cc4ccccc4o3)=C(O)C(=O)N2c2cc(C)on2)c1OC (centres undefined)	?	.
CCOC(=O)N1CCN(C(=O)Cc2ccccc2[N+](=O)[O-])CC1	?	.
CCC(C)[C@H](NC(=O)NC1CC1)C(=O)O (some centres undefined)	-11%	-4
CC(C)(C)C1CCC(OC(=O)CCC(=O)Nc2ccccc2)CC1 (centres undefined)	?	.
COc1ccc(CCN2CC(C(=O)NCCc3cnn(C)c3)CCC2=O)cc1 (centres undefined)	?	.
CCC1(C)CC(c2nc(-c3ccc(OC)cc3)cs2)CCS1 (centres undefined)	-20%	-18
CC(C)CCN(C(=O)Cc1ccccc1F)c1c(N)n(Cc2ccccc2)c(=O)[nH]c1=O	?	.
COC(=O)c1sc(N)c(C(=O)OC)c1COC(=O)C1CC(=O)N(Cc2ccco2)C1 (centres undefined)	?	.
Cc1cccc(-c2nnc(SCC3CNC(=O)O3)n2-c2ccc(Cl)cc2)c1 (centres undefined)	?	.
COc1ccc(C(C(C(=O)c2ccco2)N2CCOCC2)N2CCOCC2)cc1 (centres undefined)	?	.
COc1ccc2nc(NC(=O)c3ccccc3[N+](=O)[O-])sc2c1	-18%	-19
O=[N+]([O-])c1ccccc1/C=C/C=N/n1c(-c2ccc(Cl)cc2)n[nH]c1=S	12%	-12
CCOC(=O)c1cc2occc2n1Cc1ccc(F)cc1	?	.
COc1ccc(OCc2nnc3n2N=C(c2ccc(C)cc2)CS3)cc1	?	.

Filtered by structure, the entries above with a halogen
SMILES	Lipid storage S3	Lipid storage S3 cell count max
Nc1nonc1-n1nnc(C(=O)N/N=C/c2ccccc2Cl)c1CN1CCOCC1	?	.
CC(C)CCN(C(=O)Cc1ccccc1F)c1c(N)n(Cc2ccccc2)c(=O)[nH]c1=O	?	.
Cc1cccc(-c2nnc(SCC3CNC(=O)O3)n2-c2ccc(Cl)cc2)c1 (centres undefined)	?	.
O=[N+]([O-])c1ccccc1/C=C/C=N/n1c(-c2ccc(Cl)cc2)n[nH]c1=S	12%	-12
CCOC(=O)c1cc2occc2n1Cc1ccc(F)cc1	?	.

The list goes on:
SMILES	Lipid storage S3	Lipid storage S3 cell count max
Cn1c(=O)cc(OCC(=O)NCCC2=CCCCC2)c2ccccc21	8%	12
CCCSC1=N/C(=C\c2ccc3c(c2)OCO3)C(=O)S1	?	.
O=C(Cc1ccccc1)NN1C(=O)C2C3C=CC(C3)[C@@H]2C1=O (some centres undefined)	?	.
COCCCNC(=O)CN1C(=O)c2cccc3cccc1c23	26%	8
Cn1nccc1C(=O)c1ccc(Cl)cc1	9%[9.22 µM]	11
CCOc1ccc(NC(=O)CN2CCN(CC(=O)Nc3cccc(F)c3)CC2)cc1	?	.
COc1ccc(-c2cc(C)no2)cc1S(=O)(=O)N1CCN(c2ccccc2F)CC1	?	.
CCCCc1ccc(NC(=S)Nc2ccc(Cl)c(S(=O)(=O)N(C)C)c2)cc1	?	.

Single entries from the entries so far.
For Lipid storage S3 cell count max, Cn1c(=O)cc(OCC(=O)NCCC2=CCCCC2)c2ccccc21 reads 12
For Lipid storage S3 cell count max, Cn1nccc1C(=O)c1ccc(Cl)cc1 reads 11

Next part:
SMILES	Lipid storage S3	Lipid storage S3 cell count max
Cc1cc(C)n(-c2nnc(C)n2N)n1	10%	23
CCN(CC(=O)NCc1cccs1)C(=O)c1ccc(NS(=O)(=O)c2ccc(C(C)=O)cc2)cc1	9%	2
Cn1c(=O)n(CCc2ccccc2)c(=O)c2c1ncn2Cc1ccccc1	?	.
Cc1cccc(S(=O)(=O)N2CCC(CO)(Cc3ccccc3)CC2)c1	-12%	-2
NC(=O)c1cc2n(n1)C(C(F)(F)F)CC(c1ccco1)N2 (centres undefined)	0%	4
CCCCCCCNC(=O)C1(CC2CC(c3ccc(Cl)cc3)=NO2)CCN(C(=O)c2cc(OCC)c(OCC)c(OCC)c2)CC1 (centres undefined)	?	.
Cc1nc(=S)n(-c2ccccc2)[nH]1	?	.
C=CCNC(=O)c1ccccc1NC(=O)c1cccc2ccccc12	?	.

Some of these compounds in order of their number in Lipid storage S3, high to low.
compound,Lipid storage S3,Lipid storage S3 cell count max
Cc1cc(C)n(-c2nnc(C)n2N)n1,10%,23
NC(=O)c1cc2n(n1)C(C(F)(F)F)CC(c1ccco1)N2 (centres undefined),0%,4
Cc1cccc(S(=O)(=O)N2CCC(CO)(Cc3ccccc3)CC2)c1,-12%,-2

Next compounds:
SMILES	Lipid storage S3	Lipid storage S3 cell count max
C=CCn1c(SCC(C)=O)nc2sc3c(c2c1=O)CCC3	?	.
COCCn1c(SCCN2CCOCC2)nc2c1c(=O)[nH]c(=O)n2C	?	.
COc1cc(C(=O)N2CCN(c3ccccc3F)CC2)ccc1OCC(=O)N1CCOCC1	6%	13
COCCn1c(SCC(=O)Nc2cccc(S(N)(=O)=O)c2)nc2cc(Cl)ccc2c1=O	8%	-5
C[C@H](C(=O)O)c1n[nH]c(=O)c2ccccc12	?	.
COc1ccccc1C(=O)NCC(=O)N1CCN(c2ncccn2)CC1	?	.
Cc1cc(NC(=O)COC(=O)COc2ccc(Cl)cc2C)c([N+](=O)[O-])cc1C	19%	.
O=C(c1noc2c1CCCC2)N1CCN(c2ccccc2)CC1	?	.
COc1ccc(-n2cnc3cc(C(=O)NCC4CCCO4)ccc32)cc1 (centres undefined)	?	.
Cc1ccc(OCc2nnc(SCC(=O)N3C(C)CCCC3C)o2)cc1 (centres undefined)	?	.
CC(C)(C)S(=O)(=O)/C(C#N)=N/Nc1ccc(S(N)(=O)=O)cc1	?	.
COc1cc(C2NC(C(=O)O)Cc3c2[nH]c2ccccc32)cc(OC)c1OC (centres undefined)	i	21
Cc1ccc(-n2nc(C)c3c(C)c(CCC(=O)Nc4ccc(CN5CCCC5)cc4)c(C)nc32)cc1	?	.
O=C(OCN1C(=O)c2ccccc2C1=O)c1cccc(OC(F)F)c1	?	.
Cc1cc(=O)[nH]c(SCC(=O)Nc2nnc(SCc3ccccc3)s2)n1	3%	2
COc1ccc(NC(=O)CN(C2CCCCC2)S(C)(=O)=O)cc1Cl	?	.
COc1ccc(C(CNC(=O)c2ccc(S(=O)(=O)Nc3ccccc3C)cc2)N2CCOCC2)cc1 (centres undefined)	7%	.
COc1ccc(/C=C/c2cc(C(=O)O)c3ccccc3n2)cc1	?	.
COc1ccc([C@@H]2[C@@H]3C(=O)N(C(C)(C)C)C(=O)[C@@H]3[C@]3(Cc4ccc(Cl)cc4)C(=O)N(c4cccc(C)c4)C(=O)N23)cc1	25%	16
CCCNC(=O)C1CCC(CNS(=O)(=O)c2cccc3nsnc23)CC1 (centres undefined)	-7%	.
Cc1nn(-c2ccccc2)c(C)c1C(=O)OC(C)C(=O)NC1CCCCC1C (centres undefined)	?	.
COc1ccc(C(=O)NCc2nnc(SCC(=O)N3CCCC3)o2)cc1OC	?	.
O=C(Nc1ccccc1)Nc1ccc2nnsc2c1	?	.
COC(=O)C1=C(C)NC(C)=C(C(=O)OC)C1c1ccc(C)o1	1%	4
CCC(=O)N1CCN(c2ccc(NC(=O)c3c(F)c(F)c(OC)c(F)c3F)cc2)CC1	?	.
Cc1cc(NC(=O)CSCC(=O)N(C)Cc2ccc(Cl)c(Cl)c2)no1	0%	5
CN(c1ccccc1)S(=O)(=O)c1ccc(C(=O)Nc2nnc(C3CC3)s2)cc1	?	.
CN1CC(c2ccccc2)C2(COc3ccccc3C2=O)C12C(=O)Nc1ccccc12 (centres undefined)	-18%	0
CCCN1CCC(=O)N(CCN=[N+]=[N-])CC1	?	.
O=C(NCCCN1CCOCC1)c1cnn2c(-c3ccccc3)cc(-c3ccccc3)nc12	?	.
O=C(O)c1ccc2nc(-c3ccccc3)sc2c1	?	.
Cc1ccc(-c2c3c(nc4sc(C(N)=O)c(N)c24)CCCC3)o1	?	.
Fc1ccc(Cn2c(-c3cscn3)nc3ccccc32)c(Cl)c1	?	.
CN1C2=CC=CC=CC2=[N+](C)C12C([N+](=O)[O-])=CC(=[N+]([O-])[O-])C=C2[N+](=O)[O-] (centres undefined)	?	.
COc1ccccc1Nc1nc(N)nc(-c2oc3ccccc3c2C)n1	?	.
Cc1ccc(-n2c(-c3nn(C)c(C)c3Cl)n[nH]c2=S)cc1	?	.
Cc1ccc(SC/C(O)=C(\C#N)c2nc3ccccc3s2)cc1	i	.
CCCN1CCCc2cc(CN)ccc21	?	.
CC1CC(C(F)(F)C(F)(F)F)n2nc(C(=O)O)cc2N1 (centres undefined)	?	.
COc1ccc(C2CC(c3cccs3)=NN2C(=O)CSc2nc(=O)n3ccccc3n2)cc1 (centres undefined)	?	.
CS/C(=N\S(=O)(=O)c1ccc(N)cc1)NS(=O)(=O)c1cccs1	?	.
CCCCC1(Cc2cccc([N+](=O)[O-])c2)C(=O)N(c2ccccc2)N(c2ccccc2)C1=O	?	.
O=C1NC(=S)N/C1=C/c1ccc(-c2c(Br)cc([N+](=O)[O-])cc2Br)o1	?	.
Cc1ccc(-c2cc(C(F)F)n3ncc(C(=O)Nc4c(C)nn(Cc5ccccc5Cl)c4C)c3n2)cc1	?	.
C=CC[N+]1(CC(=O)NCc2ccc(NC(C)=O)cc2)CCOCC1	-18%	2
CCCCN(C(=O)c1oc2ccc(OCC)cc2c1C)c1c(N)n(CCCC)c(=O)[nH]c1=O	23%	6
O=C(CN1CCN(C(=O)c2cccc(F)c2)CC1)NC1CCCCC1	22%	1
COc1cc(/C=C(\C#N)C(=O)NC(C)C)ccc1OCc1ccc(C(=O)O)cc1	8%	8
COc1ccc(-c2c(C)nn3c(N4CCC(C(=O)NCCN(C)C)CC4)cc(C)nc23)cc1OC	0%	-4
CCOC(=O)C1=C(COC(=O)/C=C/c2ccc(O)c(OC)c2)NC(=O)NC1C (centres undefined)	?	.
CCOC(=O)N1CCC(NC(=O)c2cc3c(-c4ccccc4F)nn(C)c3s2)CC1	?	.
COC(=O)/C=C/c1ccc(OC(=O)c2ccncc2)cc1	4%	1
Cc1ccnc(N=Cc2nc(-c3ccccc3Br)oc2O)c1	-23%	-7
O=C(NCCc1ccccc1)C1CC(=O)N(CCc2ccccc2)C1 (centres undefined)	i	10
COC(=O)[C@H](C)NC(=O)Nc1ccc(Oc2ccccc2)cc1	?	.
Cc1c(NC(=O)/C=C/c2cn(-c3ccccc3)nc2-c2ccc(F)cc2)c(=O)n(-c2ccccc2)n1C	25%	4

Further entries.
SMILES	Lipid storage S3	Lipid storage S3 cell count max
Cc1cc(C)cc(C(=O)NC(=S)Nc2ccc3c(c2)OCCO3)c1	-8%	-14
O=C1C(Cc2ccccc2O)NC(=S)N1c1ccccc1 (centres undefined)	-6%	8
O=C(Cn1nnc(-c2ccncc2)n1)Nc1ccc2c(c1)CCC2	i	.
COc1ccc(-c2nc(CS(=O)CC(=O)NCCCN3CCOCC3)c(C)o2)cc1OC (centres undefined)	?	.
COc1cc(OC)c(CN2CCC(Cc3ccccc3)CC2)cc1Br	-13%	-11
CCOC(=O)c1c(C#N)cnn1-c1ccc(C)cc1	?	.
CCc1ccc(S(=O)(=O)N2CCN(c3ccccc3OC)CC2)cc1	-18%	-11
COc1ccc(-c2noc(CCC(=O)Nc3ccc4c(c3)OCCO4)n2)cc1	?	.
COc1ccc(CC(=O)Nc2nnc(C(C)C)s2)cc1OC	9%	10
CC(=O)Nn1c(COc2ccccc2C)nc2ccccc2c1=O	15%	3
CCCCOCCCn1c(-c2ccco2)nc2nc3ccccc3nc21	?	.
COc1ccc(C(=O)NCc2n[nH]c(=S)n2-c2ccccc2)cc1OC	-15%	-7
O=C(OCC1OC(n2cnc3c(N(C(=O)c4ccccc4)C(=O)c4ccccc4)ncnc32)C(O)C1F)c1ccccc1 (centres undefined)	?	.
O=C(CCNC(=O)c1ccc(Cl)cc1)NCCC1=CCCCC1	13%	9
CN(C)C(=O)CSc1nnc(-c2cc(-c3cccs3)nc3ccccc23)o1	i	7
CC(O)CN1CC(O)=C(c2nc3ccccc3s2)C1=N (centres undefined)	1%	11
O=C(c1ccc(Cn2cc([N+](=O)[O-])cn2)o1)N1CCCC1	?	.
CC1=NNC(=O)C1CCC(=O)N/N=C\c1ccccc1[N+](=O)[O-] (centres undefined)	-7%	-6
Cc1cc(NC(=O)c2sc(Nc3ccc(F)cc3)nc2N)no1	?	.
CCOCc1c(C(=O)Nc2ccc(OC)nc2)oc2ccccc12	i	-13
COCCCNC(NC(=O)c1ccc(C)cc1)C(Cl)(Cl)Cl (centres undefined)	-18%	.
COC(=O)CC1Sc2ccccc2NC1=O (centres undefined)	-3%	-6

This is a subset, so the mix of outcomes need not match the whole.
